# Source: PubChem
# PMI act – phosphomannose isomerase (human) activation; P34949; purified human PMI, coupled resazurin fluorescence, 20 min; hits give high values; 1 = vehicle control, 0 substrate-free wells; activation factor at 20 µM; actives 0.005% (n = 190,000);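 active = activation factor of 2 or more at 20 µM, relative to plate controls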
# PPARg SRC-3 ag – agonists of human PPARgamma SRC-3 coactivator recruitment; biochemical PPARgamma/SRC-3 coactivator recruitment assay; actives 0.26% (n = 200,000); AID 731; activation, % at 8 µM; in the data active = activation above about 23%;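 note: 0% = DMSO and 100% = reference agonist; some compounds past the cut are filed as inactive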
# Target sequence (P37231 whole entry, looked up): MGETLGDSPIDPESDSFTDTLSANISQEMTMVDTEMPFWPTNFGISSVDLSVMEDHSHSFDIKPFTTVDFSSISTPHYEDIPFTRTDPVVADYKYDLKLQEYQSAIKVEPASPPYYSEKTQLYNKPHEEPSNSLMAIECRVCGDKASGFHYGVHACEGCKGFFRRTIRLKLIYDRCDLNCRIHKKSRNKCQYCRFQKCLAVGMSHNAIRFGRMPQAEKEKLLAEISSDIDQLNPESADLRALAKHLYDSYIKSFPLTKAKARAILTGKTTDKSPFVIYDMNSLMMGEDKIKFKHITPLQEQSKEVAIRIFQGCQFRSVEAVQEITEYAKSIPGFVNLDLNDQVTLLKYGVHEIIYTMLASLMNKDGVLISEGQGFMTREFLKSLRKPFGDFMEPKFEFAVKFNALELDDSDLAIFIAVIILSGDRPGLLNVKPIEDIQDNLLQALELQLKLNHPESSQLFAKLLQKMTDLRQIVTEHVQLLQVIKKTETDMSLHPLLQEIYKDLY
# SRC2 TRFRET art – counter-screen for PPARgamma SRC-2 recruitment agonists: TR-FRET artefact; hits give high values; TR-FRET ratio at 8 µM; actives 0.4% (n = 200,000); in the data active = TR-FRET ratio above about 2000; note: inactives centre near 1500
# S1P3 antag – blocks the human S1P3 receptor; actives 0.27% (n = 170,000); Q99500; inhibition, % at 4.98 µM; CHO S1P3 NFAT-BLA reporter, FRET fluorescence, antagonist mode;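 active = inhibition above the plate cutoff, the mean inhibition of test wells on that plate plus 3 SD, cut at about 28% in these data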;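 note: cells challenged with S1P at its EC80 of 0.8 µM; blue over green emission ratio from cleaved BLA substrate after 4 h stimulation; 0% = S1P-stimulated wells and 100% = unstimulated DMSO-only wells; some compounds past the cut are filed as inactive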
# Target sequence (Q99500 whole entry, looked up): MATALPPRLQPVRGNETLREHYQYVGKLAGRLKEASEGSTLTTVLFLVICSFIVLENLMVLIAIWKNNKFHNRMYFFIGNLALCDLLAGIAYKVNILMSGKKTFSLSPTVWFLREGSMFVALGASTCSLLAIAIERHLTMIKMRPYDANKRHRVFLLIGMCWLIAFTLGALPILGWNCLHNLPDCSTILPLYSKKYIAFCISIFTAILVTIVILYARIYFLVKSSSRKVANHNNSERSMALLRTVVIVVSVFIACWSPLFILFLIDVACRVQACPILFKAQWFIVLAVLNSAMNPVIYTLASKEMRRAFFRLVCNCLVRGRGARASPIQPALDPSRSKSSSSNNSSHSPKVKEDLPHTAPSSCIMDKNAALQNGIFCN
# PMI act satM6P – increases human PMI activity with near-saturating mannose 6-phosphate; P34949; coupled PMI enzyme assay, resazurin fluorescence, 20 min; hits give high values; 1 = untreated enzyme, 0 = substrate-free blank; activation factor at 20 µM; actives 0.34% (n = 190,000); AID 1216;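 active = activation factor of 2 or more at 20 µM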
#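 Technique: Diaphorase-driven resazurin-to-resorufin fluorescence, excitation 544, emission 590 nm | Assay system: Human PMI in coupled enzyme assay | Times: Enzyme reaction with compound 20 min at room temperature | Medium: HEPES-buffered pH 7.4 with magnesium and detergent | Reagent: Mannose-6-phosphate 1.0 mM (near-saturating) plus 0.22 mM NADP+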
# PPARg SRC-2 ag – PPARgamma-driven SRC-2 recruitment agonism | activation, % at 8 µM | P37231 | PPARgamma LBD-SRC-2 recruitment, biochemical | actives 0.34% (n = 200,000); in the data active = activation above about 22%;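 note: 0% = vehicle and 100% = reference agonist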
# ROMK mod – human ROMK K+ channel modulation, primary screen | P48048 | Tet-inducible ROMK, thallium flux fluorescence; actives lie on both sides | B-score at 10 µM | actives 2% (n = 130,000);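 active = signal ratio slope over the read window, or its plate-corrected B-score, at least 3 SD from the plate mean, either direction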;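 note: B-score of the F/F0 ratio slope over 7 to 12 s after thallium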
# G6PDH counter – L. mesenteroides G6PDH inhibition counter-screen | Purified L. mesenteroides G6PDH, diaphorase/resazurin coupled fluorescence, 45 min | inhibition, % at 5 µM | actives 0.12% (n = 200,000) | AID 1020; in the data active = inhibition above about 50%
# Diaphorase inh – inhibits diaphorase or chemically oxidizes, flagging diaphorase assay artifacts; diaphorase resazurin-to-resorufin fluorescence, NADH, 16 min; bacterial (C. kluyveri) enzyme, not human; inhibition, % at 20 µM; actives 0.69% (n = 190,000);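 active = primary screen inhibition at 20 µM above a set limit, cut at about 50% in these data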;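 note: plate controls were DMSO with full reaction for no effect and wells lacking NADH for full effect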
#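 Assay system: diaphorase enzyme from Clostridium kluyveri; Input: enzyme working solution with 0.14 U/mL diaphorase; Timing: 16 min at room temperature; Technique: resorufin fluorescence, excitation 544 nm, emission 590 nm; Benchmarks: positive control minus NADH, DMSO neutral control.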
# Diaph act CS – counter-screen for diaphorase-based assays: diaphorase activators and chemical reducers; activation factor at 20 µM; actives 0.005% (n = 190,000); Diaphorase/resazurin coupled assay, resorufin fluorescence, 16 min; hits give high values; 1 = vehicle wells, 0 = NADH-free wells;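 active = diaphorase activity raised at least twofold by the compound at 20 µM; inactive = activation factor below 2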
#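 Material: Clostridium kluyveri diaphorase, purified enzyme; Quantity: enzyme 0.07 U/mL final; Medium: HEPES pH 7.4 buffer with MgCl2 and Tween 20; Dosing: single compound dose of 20 µM, 1% DMSO final; Schedule: 16 min reaction at room temperature; Measured by: red resorufin fluorescence at 544/590 nm excitation/emission.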
# PPARg SRC-1 ag – PPARgamma-driven SRC-1 recruitment agonism; actives 0.41% (n = 200,000); activation, % at 8 µM; AID 631; PPARgamma-SRC-1 coactivator recruitment biochemical assay; P37231; in the data active = activation above about 19%;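 note: 0% = DMSO and 100% = reference agonist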
# Active calls of the source: *; · = not tested or not shown.
# Under each structure – PMI act	PPARg SRC-3 ag	SRC2 TRFRET art	S1P3 antag	PMI act satM6P	PPARg SRC-2 ag	ROMK mod	G6PDH counter	Diaphorase inh	Diaph act CS	PPARg SRC-1 ag
- CCC(=O)N1CCc2cc(S(=O)(=O)NCCC(=O)N3CCc4ccccc4C3)ccc21
  0.9	-4	1482	·	1	-10	-0.37	17	10	0.9	4
- CCOC(=O)C1=C(c2ccccc2)NC(SCC)=C(C#N)C1c1cccnc1 (centres undefined)
  0.9	4	1425	·	0.9	-7	·	-7	8	0.9	-3
- CC(C)(C)CN1CCNC(=O)C1CC(=O)NCCc1ccccc1C(F)(F)F (centres undefined)
  1.1	-5	1568	-3	1	1	0.58	11	-9	1.1	8
- CC(C)c1ccc(C2NC(=S)NC3=C2C(=O)CCC3)cc1 (centres undefined)
  0.9	-4	1476	-4	1	1	1	-5	14	0.9	1
- COc1ccc(/C=N/NC(=O)C(O)(c2ccccc2)c2ccccc2)cc1OC
  0.9	2	1698	-5	0.8	-4	-1.6	14	20	0.8	4
- C=CCc1c(C)nc(SCCC)[nH]c1=O
  1.1	-3	1502	·	1	1	0.22	10	5	0.9	7
- Cc1nc(SCC(=O)NCc2ccccc2)c2c(=O)n(C)c(=O)n(C)c2n1
  0.9	4	1680	-13	0.9	-4	·	6	17	0.8	8
- C=CCn1c(SCC(=O)Nc2cc(C)on2)nnc1C1COc2ccccc2O1 (centres undefined)
  1.1	5	1693	-13	1.1	9	-0.043	2	-10	1.1	2
- CN(C)CCNC(=O)/C(=C/c1cccc([N+](=O)[O-])c1)NC(=O)c1ccccc1
  1.1	5	1565	-8	1.1	7	·	0	5	1	-3
- O=C(N=C1SCC(=O)N1c1ccccc1)c1ccco1
  0.8	-7	1540	·	0.9	7	0.16	10	23	0.8	-3
- C=CCc1cccc(/C=N/NC(=O)c2ccccc2OC)c1O
  1	-1	1602	18	1.1	-5	0.98	0	21	0.8	-3
- Cc1ccc(NC(=O)COc2ccc(C3SCCS3)cc2)cc1
  1	0	1601	-11	0.8	-4	-0.17	6	10	0.9	-6
- CCCn1c(SCC(=O)Nc2nnc(CC)s2)nc2c1c(=O)n(C)c(=O)n2C
  1	·	·	43	1	·	·	6	10	0.9	·
- COc1ccccc1NC(=O)C1=C(C)Nc2nc3ccccc3n2C1c1cccs1 (centres undefined)
  0.9	5	1545	11	1	13	0.68	-2	23	0.8	6
- Cc1ccc2[nH]c(SCC(=O)N3CCOCC3)nc2c1C
  0.9	5	1656	·	1	5	-0.37	3	5	0.9	-2
- CC(=O)COc1ccc2c(C)c(-c3ccccc3)c(=O)oc2c1
  1	-2	1644	4	1	7	-0.5	-1	10	0.9	8
- CC(=C/C(=O)O)/C=C/c1ccc(Cl)o1
  1.4	3	1522	·	1.5	4	0.36	4	1	1	-6
- Cc1cc(C(=O)Nc2nnc(C(F)(F)F)s2)no1
  1	-1	1529	1	1	-1	·	-17	10	0.9	-1
- COc1cc(NC(=O)c2ccco2)c(OC)cc1NC(=O)CCC(=O)Nc1cccc(C)c1C
  0.9	7	1613	5	1	2	-0.8	2	10	0.9	-1
- COc1ccc(N(C)S(=O)(=O)c2cccc(C(=O)NC3=NCCS3)c2)cc1
  1	-3	1338	·	1	-2	·	18	4	1	5
- COc1ccccc1NC(=O)c1cc(S(=O)(=O)NCc2ccccc2)ccc1F
  1.2	0	1581	-6	1.1	-3	-0.68	-1	-9	1.1	6
- CC(=O)Nc1sc(N/N=C\c2ccccc2Cl)nc1-c1cccs1
  1.4	1	1536	3	1.3	9	·	3	-3	1	-2
- C=CCN1CCN(c2ccncc2S(=O)(=O)N2CCOCC2)CC1
  1.1	-6	1392	·	1.1	5	-0.62	5	-2	1	-1
- Cc1ccc(NC(=O)c2cc(-c3ccc(C)o3)nc3ccccc23)cc1
  1.1	5	1592	·	1.5	4	·	7	12	0.9	2
- O=C(OC1Cn2c(=O)ccc(=O)n2C1)c1ccccc1
  1	2	1515	-6	1	6	0.15	16	7	0.9	-1
- CCOC(=O)C1=NN(C(=O)c2ccco2)C2(CC2)C1
  1.1	1	1417	-6	1	8	-0.39	0	14	0.9	-2
- CCN(CC)C(=O)CN1CCN(c2ncccn2)CC1
  1	-7	1617	-18	1.1	0	0.56	6	10	0.9	4
- CCNC(=S)N/N=C1\C(=O)c2cccc3cccc1c23
  1	-4	1786	·	1.1	10	1.2	-1	3	1	6
- Cc1c(C(=O)Nc2ccc(N3CCOCC3)cc2)oc2ccccc12
  1	10	1711	-9	1.2	7	·	1	-2	1	0
- COc1ccc(NC(=O)/C(C#N)=C\c2ccc(N3CCOCC3)o2)cc1
  0.9	11	1458	7	0.8	17	·	4	4	1	4

# The final two entries of the section before lead into the next.
# Under each structure – PMI act	PPARg SRC-3 ag	SRC2 TRFRET art	S1P3 antag	PMI act satM6P	PPARg SRC-2 ag	ROMK mod	G6PDH counter	Diaphorase inh	Diaph act CS	PPARg SRC-1 ag
- Cc1c(C(=O)Nc2ccc(N3CCOCC3)cc2)oc2ccccc12
  1	10	1711	-9	1.2	7	·	1	-2	1	0
- COc1ccc(NC(=O)/C(C#N)=C\c2ccc(N3CCOCC3)o2)cc1
  0.9	11	1458	7	0.8	17	·	4	4	1	4
- CC(=O)c1ccc(NC(=O)C(C)Sc2ccccn2)cc1 (centres undefined)
  0.9	3	1680	-9	0.9	-3	0.48	22	24	0.8	6
- Cc1ccc(F)cc1CNC(=O)c1cc(COc2ccc3ncccc3c2)on1
  0.9	4	1619	-4	1	-3	0.78	7	11	0.9	3
- O=C(c1cc2ncc(Br)cn2n1)N1CCCCC1
  1.1	-1	1623	15	1	11	·	2	13	0.9	1
- CCOC(=O)c1c(-c2ccccc2)oc2ccc(O)c(CN3CCOCC3)c12
  0.9	3	1505	15	0.9	9	-2	-6	27	0.7	5
- N#C/C(=N\Nc1c(Cl)cccc1Cl)C(=O)NN
  1	11	1443	·	1.1	8	0.28	-2	6	0.9	4
- Nc1nc(SCc2nc3scc(-c4ccccc4)c3c(=O)[nH]2)n[nH]1
  0.9	2	1567	·	0.9	2	1.2	6	14	0.9	1
- Cc1ccc(CNc2nc(N)c([N+](=O)[O-])c(Nc3cccc(F)c3)n2)cc1
  1.1	6	1656	·	1.1	10	0.97	7	0	1	-1
- O=C(CSc1nnc(CNc2ccc(F)cc2)o1)N1CCCc2ccccc21
  0.9	-3	1468	2	1	6	·	-5	13	0.9	-4
- Cc1cc(=O)n2[nH]c(C)cc2n1
  1	0	1555	-17	1	-11	-0.39	4	1	1	-4
- S=C1NC(c2cccs2)=CC(c2ccc(Br)cc2)N1 (centres undefined)
  1.2	0	1561	8	1.4	3	-0.54	-2	24	0.8	13
- CCCc1c(C)nc2ccccc2c1SCCC#N
  1.6	4	1576	21	2.3*	13	·	11	0	1	5
- O=[n+]1c2c(n([O-])c3c1CCC3)CCCC2
  1	9	1224	10	1.1	-7	-0.07	3	2	1	0
- Cc1cc(C(=O)NC(C)c2ccncc2)cs1 (centres undefined)
  0.9	-13	1653	-4	1	20	-0.07	-6	8	0.9	5
- CCc1nnc(NC(=O)CC(=O)Nc2ccccc2C(=O)O)s1
  0.9	-3	1496	-36	1	1	0.021	0	15	0.8	-2
- Cc1nonc1OCCCNc1ccc([N+](=O)[O-])cc1Cl
  1.1	0	1554	-40	0.9	7	0.42	3	18	0.8	6
- C=C(C)c1cccc(C(C)(C)NC(=O)N2CCC(C(N)=O)CC2)c1
  1	1	1440	-8	0.9	-2	0.017	-11	4	1	-2
- CSCCC(NC(=O)c1ccccc1)C(=O)OCC(=O)N(C)CCC#N (centres undefined)
  1	-3	1472	-28	1	-2	0.76	5	-1	1	1
- O=C(Nc1ccccc1)c1cc([N+](=O)[O-])ccc1NCc1cccnc1
  0.9	3	1674	19	1	-1	-1.6	-22	4	1	9
- Cc1cc(C)c(S(=O)(=O)Nc2ccnc(-c3cccnc3)n2)c(C)c1
  1.3	0	1535	-12	1.2	6	-0.91	-5	-12	1.1	8
- Cc1cc(C(=O)NNC(=S)NCc2ccco2)nn1C
  1	3	1862	-7	1	8	0.6	3	8	0.9	3
- CN(C)c1cccc2c(/C=N/O)ccc(N(C)C)c12
  0.8	1	1622	-30	0.5	4	0.58	5	22	0.8	7
- COc1ccc(C2CC(c3cccc(OC)c3OC)n3nnnc3N2)cc1 (centres undefined)
  1	2	1389	-10	1	2	-0.12	9	6	0.9	4
- NC(=O)C1CCN(C(=O)CSc2nc3ccccc3o2)CC1
  1	-6	1522	·	1	1	·	-8	7	0.9	-7
- Cc1ccc(N/C=C/C(=O)c2sc(-c3ccccc3)nc2C)cc1
  0.9	0	1474	·	0.7	5	·	3	15	0.9	3
- O=C(CN1C2=NCCN2c2ccccc21)c1ccc(Br)cc1
  1.2	-1	1556	6	1.1	-3	-2.2	-2	8	0.9	4
- CC(=O)c1cc2c(cc1NC(=O)CCNC(=O)c1ccccc1Cl)OCO2
  0.9	8	1549	·	1	0	·	2	18	0.8	1
- O=C(O)c1ccccc1C(=O)c1ccc2c(c1)N(Cc1ccc(Cl)c(Cl)c1)C(=O)CO2
  0.8	9	1619	-20	0.8	13	0.052	4	32	0.7	3
- CC(=O)c1ccc(OC(C)C)c(CC(C(N)=O)C(N)=O)c1
  0.9	6	1596	·	0.9	0	-0.082	-1	14	0.9	0
- CC1CC(C)CN(C(=O)CSCC(=O)Nc2nc(-c3cccs3)cs2)C1 (centres undefined)
  0.8	7	1625	-10	0.8	1	·	-37	31	0.7	3
- O=C1c2ccccc2C(=O)N1CCC1=CCCCC1
  1	-2	1584	·	1	0	-0.35	2	12	0.9	-1
- CN(C)C(=O)N1CCC(C(=O)NCc2ccccc2Cl)CC1
  1	3	1623	-20	0.9	-3	·	-12	1	1	7

# Gathered by group, the compounds so far containing bromine.
# Under each structure – PMI act	PPARg SRC-3 ag	SRC2 TRFRET art	S1P3 antag	PMI act satM6P	PPARg SRC-2 ag	ROMK mod	G6PDH counter	Diaphorase inh	Diaph act CS	PPARg SRC-1 ag
- O=C(c1cc2ncc(Br)cn2n1)N1CCCCC1
  1.1	-1	1623	15	1	11	·	2	13	0.9	1
- S=C1NC(c2cccs2)=CC(c2ccc(Br)cc2)N1 (centres undefined)
  1.2	0	1561	8	1.4	3	-0.54	-2	24	0.8	13
- O=C(CN1C2=NCCN2c2ccccc21)c1ccc(Br)cc1
  1.2	-1	1556	6	1.1	-3	-2.2	-2	8	0.9	4
